Smad3 inh: Smad3/FoxH1 peptide binding inhibitors, primary screen, biochemical, TR-FRET; TR-FRET Smad3/Dy647-FoxH1 peptide binding, europium anti-His; Mothers against decapentaplegic homolog 3 (Homo sapiens), P84022; hit rate 0.29% among 88,000; inhibition, % at 25 µM;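 active means compounds that reduce the energy-transfer binding signal between the protein and its labelled peptide by more than half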;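 further: 0% = Smad3 plus labelled peptide maximal FRET and 100% = peptide-only background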
Target sequence (P84022 whole entry, looked up): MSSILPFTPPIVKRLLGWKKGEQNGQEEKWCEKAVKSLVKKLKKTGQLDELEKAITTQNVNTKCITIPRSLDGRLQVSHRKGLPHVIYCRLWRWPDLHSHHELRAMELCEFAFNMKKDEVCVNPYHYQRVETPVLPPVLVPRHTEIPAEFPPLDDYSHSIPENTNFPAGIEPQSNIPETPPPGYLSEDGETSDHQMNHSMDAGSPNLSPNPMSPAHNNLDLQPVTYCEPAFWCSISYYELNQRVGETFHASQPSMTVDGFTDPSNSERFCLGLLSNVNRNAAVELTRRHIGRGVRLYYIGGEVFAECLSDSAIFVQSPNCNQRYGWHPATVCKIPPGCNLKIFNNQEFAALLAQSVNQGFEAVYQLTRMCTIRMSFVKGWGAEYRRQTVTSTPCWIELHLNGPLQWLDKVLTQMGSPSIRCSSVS
IL1B cytotox: cytotoxicity in IL-1B stimulated HUVEC, primary screen, cytotoxicity control for IL-1B NFkB translocation project, imaging, Hoechst nuclear count, IL-1B stimulus; HUVEC cell count loss; cell count reduction, % at 2 µM; hit rate 0.41% among 94,000; AID 845, 2007;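 active means cell count reduction more than 3 SD above the screen-wide mean, cut at about 70% in these data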;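 further: normalized per plate to untreated control cells as the no-loss baseline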
HUVEC tox TNFa: cytotoxicity in TNFa-stimulated HUVEC, primary screen, cytotoxicity control for VCAM1 expression modulator project, imaging, Hoechst nuclei count. HUVEC TNFalpha-stimulated, Hoechst cell count. cell count reduction, % at 2 µM. hit rate 0.17% among 93,000;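 active means cell count reduction exceeding the screen mean by over 5 SD, scaled to untreated wells per plate, cut at about 78% in these data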;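 further: cells counted after 24 h of TNF alpha exposure following the 1 h pretreatment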
Candida biofilm: clotrimazole potentiators killing Candida biofilms, primary screen, with clotrimazole, Alamar Blue. C. albicans biofilm + clotrimazole. inhibition, % at 6 µM. hit rate 0.14% among 85,000. AID 834, 2007;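 active means inhibition above 20%; inactive means inhibition below 20%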;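 further: preformed 24 hr biofilms exposed to compound for 48 hr; 0% = biofilm without compound and 100% = blank killed by clotrimazole plus chlorhexidine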
LYP inh 2: PTPN22 phosphatase inhibitors, primary screen, biochemical, DiFMUP fluorescence, 2 µM | AID 640, 2007 | inhibition, % at 2 µM | Tyrosine-protein phosphatase non-receptor type 22 (Homo sapiens), Q9Y2R2 | recombinant LYP catalytic domain | hit rate 0.21% among 96,000;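 active means inhibition at 2 µM at or above a set limit, the screen mean plus 3 SD, cut at about 24% in these data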;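 further: 0% = DMSO with enzyme and 100% = enzyme fully blocked by orthovanadate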
MT1-MMP txn act: MT1-MMP promoter reporter activation – cell-based, luciferase luminescence, primary screen; HT1080 MT1-MMP promoter luciferase reporter, overnight; active compounds read high; activation factor at 10 µM; hit rate 0.16% among 86,000;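 active means activation factor of at least 2 for MT1-MMP transcription at 10 µM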
F-actin modifier: modifiers of F-actin cytoskeleton organization, primary screen, imaging, HUVEC, phalloidin staining, high-content imaging. HUVEC TNFa F-actin phalloidin imaging. inhibition, % at 2 µM. hit rate 0.18% among 91,000;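 active means inhibition above the batch mean plus 3 SD and confirmed as a hit by visual image inspection, cut at about 30% in these data, passing the limit was not always enough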; further: strong numbers were not always called active
DAT uptake mod: changed hDAT dopamine uptake under cocaine IC80, either direction, primary screen, cocaine antagonist project, cell-based, LLC-PK1 hDAT, [14C]-dopamine uptake, MLSMR; hit rate 1.3% among 110,000; B-score at 10 µM; LLC-PK1 hDAT cells, [14C]-dopamine uptake with cocaine IC80; actives deviate in either direction; AID 449768, 2010;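 active means Z score or B-score, a plate-position-corrected score, falls beyond the plate's 99.7% confidence bounds, in either direction; inactive means both scores lie inside the 99.7% bounds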;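 further: scored against the spread of the other compound wells on the same plate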
Target sequence (Q01959 whole entry, looked up): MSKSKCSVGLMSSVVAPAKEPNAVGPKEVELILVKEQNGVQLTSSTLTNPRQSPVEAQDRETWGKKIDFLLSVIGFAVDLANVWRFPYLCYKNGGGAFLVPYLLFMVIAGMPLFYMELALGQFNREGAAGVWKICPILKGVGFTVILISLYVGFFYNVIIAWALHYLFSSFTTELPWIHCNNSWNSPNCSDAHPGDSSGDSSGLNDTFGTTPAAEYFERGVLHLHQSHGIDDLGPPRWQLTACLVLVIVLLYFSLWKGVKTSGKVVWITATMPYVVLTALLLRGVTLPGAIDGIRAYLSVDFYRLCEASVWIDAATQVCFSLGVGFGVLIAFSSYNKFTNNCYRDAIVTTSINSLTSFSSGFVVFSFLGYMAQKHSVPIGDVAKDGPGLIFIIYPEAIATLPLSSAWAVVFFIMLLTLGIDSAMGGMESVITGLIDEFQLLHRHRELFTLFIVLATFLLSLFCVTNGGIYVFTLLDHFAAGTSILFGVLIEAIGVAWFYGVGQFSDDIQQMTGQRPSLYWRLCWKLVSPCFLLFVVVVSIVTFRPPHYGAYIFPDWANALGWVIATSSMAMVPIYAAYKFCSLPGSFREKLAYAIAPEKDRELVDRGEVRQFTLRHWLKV
VCAM1 TNFa inh: inhibitors of TNFa-induced VCAM1 expression, primary screen, imaging, HUVEC, TNFa stimulus, immunofluorescence; HUVEC TNFa-induced VCAM-1 immunofluorescence, high-content imaging; inhibition, % at 2 µM; hit rate 0.48% among 95,000;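 active means inhibition above the batch mean plus 3 SD, with images confirmed as a hit by eye, cut at about 37% in these data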;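 further: 0% = TNF-stimulated DMSO wells and 100% = unstimulated control wells; not every result past the cut was called active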
The depositor's hits bear a star; x = no result given; & = joins results of further samples; [ ] = remark or other dose. The list is partial, so the mix of outcomes need not match the whole.

Values in the order – Smad3 inh | IL1B cytotox | HUVEC tox TNFa | Candida biofilm | LYP inh 2 | MT1-MMP txn act | F-actin modifier | DAT uptake mod | VCAM1 TNFa inh
[1] COc1ccc(S(=O)(=O)NC2CCCC2)c(Cl)c1Cl
 : 0 | -3 | -9 | 5 | -4 | 1.1 | -5 | -0.6 | -4
[2] COc1ccc(NC(=O)C2CCCN(S(=O)(=O)c3cccc4cccnc34)C2)c(OC)c1 (stereo unspecified)
 : -7 | 5 | -31 | 1 | -3 | 1.1 | 1 | -0.82&-0.024 | 12
[3] COc1ccc(C2C(C#N)=C(N)N3C(=C2C#N)Sc2ccccc23)cc1 (stereo unspecified)
 : 9 | x | x | -5 | x | 1.2 | x | 0.16 | x
[4] COC(=O)c1c(NC(=O)c2ccc(C)c(S(=O)(=O)Nc3ccccc3C)c2)sc2c1CCCC2
 : x | -6 | 16 | x | -9 | x | -20 | -1.4 | -1
[5] O=C(NC1CCCCC1)N1CCSC1=Nc1ccccc1
 : x | -33 | -5 | x | 0 | x | -8 | -0.21 | -1
[6] Cc1ccc(C)c(S(=O)(=O)NCCOC(=O)Nc2sc(=S)n(C)c2C)c1
 : 7 | -85 | -18 | 5 | 4 | x | -11 | 0.38 | -12
[7] Cc1cc(C)nc(NC(=O)CSc2nnnn2-c2ccccc2)n1
 : 2 | 6 | -32 | 1 | -6 | x | 0 | -0.43 | 21
[8] O=C(CNC(=O)c1ccc([N+](=O)[O-])cc1)N/N=C\c1ccc(OC(=O)c2ccccc2)cc1
 : x | 2 | -12 | x | 4 | x | 3 | -0.023 | 7
[9] CCOC(=O)c1cccc(NC(=O)c2cnccn2)c1
 : -1 | 22 | -3 | -1 | 9 | 1 | -3 | -0.1 | -2
[10] Cn1c(=O)c2c(nc(N3CCCCCC3)n2CCSc2nc3ccccc3o2)n(C)c1=O
 : 4 | 15 | -23 | 5 | -4 | 1.1 | 12 | -0.11 | 7
[11] COc1ccccc1-c1cc(C(F)(F)F)nc(S(C)(=O)=O)n1
 : 2 | 0 | 23 | x | 6 | 1.1 | -12 | x | 20
[12] c1ccc(N=P(N2CCOCC2)(N2CCOCC2)N2CCOCC2)cc1
 : 6 | -8 | -36 | 4 | 7 | 1.1 | 14 | -1.3 | -7
[13] Cc1ccc(S(=O)(=O)Nc2ccc3c(c2)ncn3C(C)(C)C)cc1
 : 0 | x | x | -2 | x | 1.1 | x | 0.8 | x
[14] CCCCn1c(N)c(N(CC)C(=O)c2ccc3c(c2)S(=O)(=O)c2ccccc2C3=O)c(=O)[nH]c1=O
 : 1 | 2 | -6 | x | 3 | 0.9 | -11 | -0.77 | 2
[15] CCOc1ccc(NC(=O)C2CCCN(S(=O)(=O)c3c(C)nn(C)c3C)C2)cc1 (stereo unspecified)
 : 5 | 11 | -16 | 5 | -7 | 1.1 | -18 | -0.83 | -2
[16] CCOc1c(Cl)cc(/C=N/O)cc1OC
 : 6 | 5 | -12 | -3 | -2 | 1.1 | -3 | -0.72 | 6
[17] Cc1cccc(N2CC3=C(C2=O)C(c2ccccc2)NC(=O)N3C)c1 (stereo unspecified)
 : 8 | x | x | 5 | x | 1 | x | 0.26 | x
[18] C=CCSc1nnc(NC(=O)c2nc(SCC)ncc2Cl)s1
 : 4 | -12 | 10 | 0 | 2 | 1.1 | 5 | -0.23 | -8
[19] Clc1ccc(-c2nnc3n2CCCC3)cc1
 : x | 10 | 52 | x | -2 | x | -5 | -0.59 | 8
[20] O=C(O)CCC(=O)NCc1ccc2[nH]c3c(c2c1)CCCC3
 : 10 | x | x | 15 | x | 1.1 | x | 0.28 | x
[21] CCC(C)N(C(=O)COC(=O)CCc1c[nH]c2ccccc12)C1CCS(=O)(=O)C1 (stereo unspecified)
 : 1 | -113 | 2 | 7 | 1 | 1.1 | 4 | x | 5
[22] CCOc1ccc2nc(NC(=O)C(CCSC)NS(=O)(=O)c3cccs3)sc2c1 (stereo unspecified)
 : -1 | 32 | -16 | 12 | 0 | x | 0 | -0.58 | 15
[23] CCOC(=O)Nc1cccc(Nc2ccccc2)c1
 : 4 | -8 | -15 | 5 | -2 | 0.9 | -10 | 0.87 | 3
[24] CN1CCN(C(=O)c2ccccc2-c2ccccc2C(=O)O)CC1
 : 5 | -2 | -32 | 5 | 2 | 1.3 | 9 | -1.9 | 16
[25] COc1cc2nc(-c3ccccc3)nc(N3CCCC3)c2cc1OC
 : -3 | 28 | -21 | 2 | 8 | 1.4 | -3 | -0.8 | 2
[26] Cn1c(=O)c2cn(-c3cccc4ccccc34)cc2n(C)c1=O
 : 13 | x | x | 4 | x | 1.1 | x | -0.87 | x
[27] Nc1csnc1C(=O)O
 : -5 | x | x | 9 | x | 1.1 | x | 0.3 | x
[28] N#Cc1ccc(C(c2nnnn2Cc2ccccc2)N2CCCC2)cc1 (stereo unspecified)
 : -1 | -23 | -10 | 6 | 0 | 1.3 | -3 | -9.3* | 12
[29] Cc1cc(Cl)ccc1OCCCC(N)=O
 : 14 | 6 | -5 | 3 | -7 | 1.1 | -1 | 0.97 | 3
[30] Cc1cc(C)cc(Nc2cc(C)nc3nc(C)nn23)c1
 : -5 | 6 | -9 | -9 | -15 | 1.1 | -14 | 0.47 | 11

Arranged by count of non-hydrogen atoms (high to low): part of the list above.
Values in the order – Smad3 inh | IL1B cytotox | HUVEC tox TNFa | Candida biofilm | LYP inh 2 | MT1-MMP txn act | F-actin modifier | DAT uptake mod | VCAM1 TNFa inh
[14] CCCCn1c(N)c(N(CC)C(=O)c2ccc3c(c2)S(=O)(=O)c2ccccc2C3=O)c(=O)[nH]c1=O
 : 1 | 2 | -6 | x | 3 | 0.9 | -11 | -0.77 | 2
[4] COC(=O)c1c(NC(=O)c2ccc(C)c(S(=O)(=O)Nc3ccccc3C)c2)sc2c1CCCC2
 : x | -6 | 16 | x | -9 | x | -20 | -1.4 | -1
[2] COc1ccc(NC(=O)C2CCCN(S(=O)(=O)c3cccc4cccnc34)C2)c(OC)c1 (stereo unspecified)
 : -7 | 5 | -31 | 1 | -3 | 1.1 | 1 | -0.82&-0.024 | 12
[22] CCOc1ccc2nc(NC(=O)C(CCSC)NS(=O)(=O)c3cccs3)sc2c1 (stereo unspecified)
 : -1 | 32 | -16 | 12 | 0 | x | 0 | -0.58 | 15
[12] c1ccc(N=P(N2CCOCC2)(N2CCOCC2)N2CCOCC2)cc1
 : 6 | -8 | -36 | 4 | 7 | 1.1 | 14 | -1.3 | -7
[25] COc1cc2nc(-c3ccccc3)nc(N3CCCC3)c2cc1OC
 : -3 | 28 | -21 | 2 | 8 | 1.4 | -3 | -0.8 | 2
[13] Cc1ccc(S(=O)(=O)Nc2ccc3c(c2)ncn3C(C)(C)C)cc1
 : 0 | x | x | -2 | x | 1.1 | x | 0.8 | x
[26] Cn1c(=O)c2cn(-c3cccc4ccccc34)cc2n(C)c1=O
 : 13 | x | x | 4 | x | 1.1 | x | -0.87 | x
[5] O=C(NC1CCCCC1)N1CCSC1=Nc1ccccc1
 : x | -33 | -5 | x | 0 | x | -8 | -0.21 | -1
[23] CCOC(=O)Nc1cccc(Nc2ccccc2)c1
 : 4 | -8 | -15 | 5 | -2 | 0.9 | -10 | 0.87 | 3
[19] Clc1ccc(-c2nnc3n2CCCC3)cc1
 : x | 10 | 52 | x | -2 | x | -5 | -0.59 | 8
[29] Cc1cc(Cl)ccc1OCCCC(N)=O
 : 14 | 6 | -5 | 3 | -7 | 1.1 | -1 | 0.97 | 3

Next section:
Values in the order – Smad3 inh | IL1B cytotox | HUVEC tox TNFa | Candida biofilm | LYP inh 2 | MT1-MMP txn act | F-actin modifier | DAT uptake mod | VCAM1 TNFa inh
[31] CCN1/C(=C/c2ccc3cccc(C)c3[n+]2CC)Sc2ccccc21
 : x | -8 | -6 | x | 8 | x | -11 | -1.4 | 9
[32] O=C(NC1CCCCC1)N1CCN(CCc2ccccc2)CC1
 : 5 | 23 | 32 | 8 | 0 | 1.1 | 17 | -0.28 | 23
[33] COc1ccc(-c2cc(CCCC(=O)NCCc3ccc(OC)cc3OC)no2)cc1
 : 12 | -46 | -45 | 8 | 3 | 1.2 | x | -0.93 | 18
[34] Cc1cccc(NCc2ccccc2O)n1
 : 4 | -15 | -15 | 0 | -4 | 1.1 | 14 | -1 | 14
[35] CC(=O)Nc1nonc1-c1nc2ccccc2n1N(C(C)=O)C(C)=O
 : 11 | -1 | -28 | 5 | -17 | 1.2 | 14 | -0.35 | 3
[36] CCC1CCc2sc(C(=O)O)cc2C1 (stereo unspecified)
 : -3 | -13 | -27 | 3 | 4 | 1.1 | -33 | 0.67 | -2
[37] COc1ccc(NC(=O)/C(C#N)=C\c2cc(C)n(-c3ccc(Oc4ccc([N+](=O)[O-])cn4)cc3)c2C)cc1
 : 11 | 1 | -4 | 8 | 15 | 1 | 4 | -0.76 | -10
[38] CCCC(=O)C1C(=O)CC(C)(C)C(c2cc(C)no2)C1=O (stereo unspecified)
 : -9 | x | x | 2 | x | 1.3 | x | 0.46 | x
[39] Cc1ccccc1N1CCN(CCCN2C(=O)CC(=C(c3ccccc3)c3ccccc3)C2=O)CC1
 : x | 17 | -4 | x | -1 | x | 7 | -0.32 | 6
[40] COc1ccc(OC)c(S(=O)(=O)n2cnc3cc(C)c(C)cc32)c1
 : -7 | -1 | 4 | 7 | 0 | 1.2 | -33 | 0.47 | -19
[41] CC1CCCN(C(=O)Nc2cccc(NC(=O)N3CCCC(C)C3C)c2)C1C (stereo unspecified)
 : -2 | 14 | -2 | 1 | 6 | 1 | -7 | 1.3 | -2
[42] CCc1cc2c(=O)n(-c3ccccc3)cnc2s1
 : -7 | -13 | -34 | -1 | -6 | x | 59 | 0.12 | -3
[43] CC(C)(C)Nc1nc(Oc2ccc(=O)n(-c3ccccc3)n2)nc(N2CCOCC2)n1
 : 16[fluorescence artefact?] | -40 | -29 | -4 | -10 | 1 | x | 2 | -10
[44] O=C(Nc1c(-c2ccccc2)nc2sccn12)c1ccccc1
 : 51* | x | x | 4 | x | 1.1 | x | 0.1 | x
[45] O=S1(=O)CCN2C(c3ccco3)=CSC2=N1
 : 5 | 7 | -29 | 2 | -3 | 1 | 16 | 0.00086 | -20
[46] COc1cccc(NC(=O)C2CCCN2C(=O)Nc2ccccc2F)c1 (stereo unspecified)
 : -2 | -3 | -25 | 1 | -1 | 1.1 | -6 | -0.99 | 18
[47] O=C(Cn1cc2c(n1)CCCC2)NC1CCN(Cc2ccccc2)CC1
 : 6 | -1 | 17 | 13 | -1 | 1.1 | 5 | -0.088 | -10
[48] O=C(Nc1ncc([N+](=O)[O-])s1)C1CCN(S(=O)(=O)c2cnc[nH]2)CC1
 : x | -10 | -12 | x | 0 | x | -8 | -0.98 | 1
[49] CCOc1ccc(-c2nc(CSc3nnc(C)s3)cs2)cc1OC
 : x | -24 | -8 | x | 0 | x | 3 | 1.8 | -37
[50] CCC1/C(=N\O)CC(c2ccco2)NC1c1ccco1 (stereo unspecified)
 : x | -7 | -2 | x | -5 | x | 20 | -0.91 | -8
[51] CC(=O)Nc1nnc(SCc2ccc(F)cc2)s1
 : 0 | 80* | -8 | 8 | -9 | 1.1 | -9 | -0.64 | 3

A few values from the entries so far:
Smad3 inh with CCCC(=O)C1C(=O)CC(C)(C)C(c2cc(C)no2)C1=O (stereo unspecified) stands at -9
Smad3 inh with O=C(Cn1cc2c(n1)CCCC2)NC1CCN(Cc2ccccc2)CC1 stands at 6

Source: PubChem
